Cycloheximide cs: Cycloheximide Counterscreen for Small Molecule Inhibitors of Shiga Toxin; AID 2314, 2010; max response, %; actives 12% (n = 300,000); cell reporter, cycloheximide protein synthesis inhibition counterscreen; in the data active means max response mostly above about 13%, no sharp cut-off; inactive means mostly below about 14%; further: read at 38.3 µM for the half of the compounds with a filed dose; 0% is about no effect
Pf growth 48h: Primary qHTS for delayed death inhibitors of the malarial parasite plastid, 48 hour incubation | P. falciparum luciferase growth in erythrocytes, 48 h | Potency, µM (doses to about 28.7 µM), without a hit: top-dose activity change, negative = inhibition, hits mostly inhibitors | actives 5.9% (n = 310,000); further: potency means the concentration at half of the fitted maximal effect; on the % scale 0 is the no-effect control and ±100 the full control effect
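Luciferase-expressing P. falciparum in infected erythrocytes (2% hematocrit, 0.1% parasitemia final) in RPMI 1640/0.5% Albumax were exposed to compound for 48 hours at 37 C, 5% CO2; growth read as luminescence.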
Tb PYK inh: qHTS of Trypanosoma Brucei Inhibitors; pyruvate kinase (Trypanosoma brucei), Q57TT1; TbPYK enzyme, Kinase-Glo Plus ATP luminescence, 45 min; actives 0.12% (n = 410,000); Potency, µM (series often up to 76.8 µM), without a hit: top-dose activity, negative = inhibition, actives largely listed as inhibitors; further: potency means the concentration at half of the fitted maximal effect; on the % scale 0 is the no-effect control and ±100 the full control effect; nearly all actives have a fitted effect of over 50% in size
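Activity of T. brucei pyruvate kinase was followed by Kinase-Glo Plus luminescence after the enzyme reacted 45 min at room temperature with 130 uM ADP (final) and substrate. Test compounds were added before ADP at multiple concentrations.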
LmPK inhibitor: qHTS Assay for Inhibitors of Leishmania Mexicana Pyruvate Kinase (LmPK). Q27686. AID 1721, 2009. actives 0.37% (n = 290,000). purified LmPK, Kinase-Glo ATP luminescence, 1 h. Potency, µM (titrated, usually from 57.5 µM), for inactives: at the top dose activity change, negative = inhibition, most hits filed as inhibitors; further: potency means the concentration at half of the fitted maximal effect; on the % scale 0 is the no-effect control and ±100 the full control effect
Target sequence (Q27686 whole entry, looked up): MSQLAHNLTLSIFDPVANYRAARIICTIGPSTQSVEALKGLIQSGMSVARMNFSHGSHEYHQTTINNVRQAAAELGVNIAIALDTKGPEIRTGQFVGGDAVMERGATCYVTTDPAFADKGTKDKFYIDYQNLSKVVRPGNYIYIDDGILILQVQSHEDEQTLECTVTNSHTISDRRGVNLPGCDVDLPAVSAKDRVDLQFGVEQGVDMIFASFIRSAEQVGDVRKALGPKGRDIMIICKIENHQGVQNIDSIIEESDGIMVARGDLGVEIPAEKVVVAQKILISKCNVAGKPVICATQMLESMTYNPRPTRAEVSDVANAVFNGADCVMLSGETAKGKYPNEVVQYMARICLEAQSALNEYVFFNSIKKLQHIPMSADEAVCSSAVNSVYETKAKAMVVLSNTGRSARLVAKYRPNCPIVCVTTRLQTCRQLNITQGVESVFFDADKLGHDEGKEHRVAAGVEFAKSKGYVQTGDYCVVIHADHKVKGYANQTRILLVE
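ATP generated from ADP (0.1 mM) and PEP (0.5 mM) by 0.1 nM LmPK over 1 h at room temperature (pH 7.2 imidazole buffer) was detected by coupled luciferase luminescence. Values were normalized to uninhibited and no-enzyme wells.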
Pf growth 96h: Primary qHTS for delayed death inhibitors of the malarial parasite plastid, 96 hour incubation; P. falciparum luciferase reporter growth, 96 h; Potency, µM (series often up to 28.7 µM), for the others: at the highest dose activity change, negative = inhibition, hits mostly inhibitors; actives 6.9% (n = 320,000); AID 504834, 2011; further: potency means the concentration at half of the fitted maximal effect; on the % scale 0 is the no-effect control and ±100 the full control effect
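P. falciparum expressing integrated firefly luciferase grown in erythrocytes (2% hematocrit, 0.05% parasitemia final) with compounds for 96 hours at 37 C, 5% CO2. Growth inhibition read as loss of luminescence after adding luciferase detection reagent.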
AMA1-RON2 inh: qHTS for Inhibitors of AMA1-RON; Towards Development of Antimalarial Drug Lead: Primary Screen. AlphaScreen AMA1-biotinylated RON2 peptide binding. Potency, µM (doses to about 58.2 µM), without a hit: top-dose activity change, negative = inhibition, usual class: inhibitors. actives 0.2% (n = 360,000);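 further: potency means the concentration at half of the fitted maximal effect; 0% = vehicle wells and -100% = peptide control; nearly all actives have a fitted effect of over 45% in size; some results filed as inactive show a strong effect at the top dose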
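AMA1 (3D7) with his tag at 25 nM final met compounds first, then biotinylated RON2 peptide at 25 nM; detection used donor plus acceptor beads, 10 µg/mL apiece, read by AlphaScreen after 30 min at room temperature.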
Shiga inhibitor: A qHTS for Small Molecule Inhibitors of Shiga Toxin | Vero cells, Shiga toxin protein synthesis inhibition reporter | actives 9.2% (n = 290,000) | inhibition, % at 38.7 µM; in the data active means inhibition mostly above about 28%, no sharp cut-off; inactive means mostly below about 43%; further: 0% is about no effect
* = called active by the depositor; ? = inconclusive; · = no result given; & = joins results of further samples; [ ] = remark or other dose. Unless noted, the call rests on the fitted dose curve; in most records, active means well fitted curve in the direction sought with a large enough effect; inconclusive means small, poorly fitted or top-dose-only effect, or another doubt; inactive means no such curve, though single readings can be large; an effect the other way counts as inactive or inconclusive.

smiles	LmPK inhibitor	AMA1-RON2 inh	Shiga inhibitor	Pf growth 96h	Pf growth 48h	Tb PYK inh	Cycloheximide cs
COc1ccc(NS(=O)(=O)c2ccc(Oc3cccc(C(=O)O)c3)cc2)cc1	5%	13%	-13	?	11%	-2%	-2
COc1ccccc1N1CCN(S(=O)(=O)CCNC(=O)c2ccc(OC(C)C)cc2)CC1	-1%	-11%	-4	13%	?	2%	-4
CCN(CC)S(=O)(=O)c1ccc(N2CCOCC2)c(NC(=O)C2CCCO2)c1 (centres undefined)	3%	0%	-3	8.3µM*	?	10%	-2
CCCn1c(=O)c(C(=O)NNC(=O)Cc2ccccc2)c(O)c2ccccc21	-2%	85%[activator]	-11	7%	13%	3%	-5
C/C(CC(=O)Nc1cc(Cl)ccc1Cl)=N\NC(=O)c1ccco1	2%	92%[activator]	83*	?	-10%	4%	51*
CCn1nc(C)c(/C=N/NC(=O)Cn2nc(C)cc2C)c1C	2%	10%	31	10%	5%	0%	4
c1ccc(-c2nc(NC3CCCC3)c3ccccc3n2)cc1	2%	3%	44	10µM*	?	-5%	4
Cc1[nH]nc2c1C1(C(=O)N(Cc3ccc(Cl)cc3)c3ccccc31)C(C#N)=C(N)O2 (centres undefined)	0%	-12%	-8	34%[activator]	13µM*	0%	1
COC(=O)c1ccccc1NC(=S)N(C)C	-9%	1%	-7	-8%	24%	-9%	-3
O=C(NC1CCCCC1)N1CCCC(c2nc(-c3cccs3)no2)C1 (centres undefined)	-1%	3%	18	-20%	-5%	0%	-2
COCCNCCOCCOc1ccc(Cl)c(C)c1	-1%	-11%	13	·	-14%	-8%	-2
O=C(NCc1ccccn1)[C@H]1C[C@@H]1[C@H](NP(=O)(c1ccccc1)c1ccccc1)c1ccccc1	-1%	54%[activator]	-6	?	15%	-1%	0
COc1cc(/C=C/C(=O)N2C(=O)c3cccc(N)c3C2=O)cc(OC)c1OC	1%	0%	11	?	?	5%	-3
CCOc1ccc2oc(C(=O)O)c(C)c2c1	6%	-2%	23	56%[activator]	44%[activator]	0%	26*
COc1ccc(C(=O)NC(CCSC)C(=O)N2CCCCCC2)cc1 (centres undefined)	3%	-11%	-4	-9%	-3%	0%	-4
Cc1c(Cl)cnc(NC(=O)COC(=O)c2ccc3c(c2)OCO3)c1Cl	3%	-8%	-6	24%	22%	-9%	1
COc1ccc(-c2csc(Nc3ccc(C)cn3)n2)cc1OC	-2%	-4%	75*	159%[activator]	11%	-8%	34*
CC(=O)NC(CC(=O)NCC(=O)Nc1ccc(F)c(F)c1)c1ccccc1 (centres undefined)	-3%	47%[activator]	-5	8%	8%	0%	-3
c1ccc(Nc2cccc(Nc3ccccc3)c2)cc1	2%	?	78*	?	10%	-4%	44*
Cc1ccc(NC(=O)CCn2c(=O)c3cccn3c3ccccc32)cc1C	-6%	-2%	26*	13%	?	-7%&3%	11
COC(=O)c1sc(-c2ccccc2)cc1NC(C)=O	2%	0%	-15	56%[activator]	-2%	2%	6
CSc1nsc(SCC(=O)NCc2ccccc2)n1	-1%	11%	1	?	11%	-3%	26
Cc1c(OC(C)C(=O)NCc2cccnc2)ccc2c3c(c(=O)oc12)CCCC3 (centres undefined)	-5%	3%	-12	12µM*	-16%	-10%	-2
O=C(Cn1c(=O)oc2cccnc21)Nc1ccc(C(F)(F)F)cc1	11%	8%	-6	0%	9%	-2%	-1
CCOc1ccc(OC(=O)c2cccnc2)cc1	-6%	15%	51	·	-3%	-6%	7
COc1ccc2c(c1)c1nnc(SCC(=O)N3C(C)CCCC3C)nc1n2C (centres undefined)	5%	4%	23	?	?	-10%	-3
CCOC(=O)C1CCCN(Cc2nc(N)nc(Nc3ccc(C)cc3)n2)C1 (centres undefined)	1%	59%[activator]	8	·	?	6%	1
CCc1ccc(C2C3=C(CCCC3=O)OC3=C2C(=O)CCC3)cc1	-1%	6%	-10	?	-17%	5%	-5
Cc1ccc(C(=O)C2=C(O)C(=O)N(c3ncccn3)C2c2ccc(Br)cc2)o1 (centres undefined)	-2%	-1%	-6	49%[activator]	-158%	6%	-2
Cc1ccc(-n2c(Cc3cccn3C)nnc2SCC(=O)NCc2ccc3c(c2)OCO3)cc1	11%	-1%	2	?	?	-5%	-3
COc1cccc(C2CC(c3ccc(F)cc3)Nc3nc(N)nn32)c1 (centres undefined)	-1%	-4%	8	1%	0%	-8%	0
C=CCn1cccc(C(=O)Nc2cc(OC)ccc2OC)c1=O	-3%	-22%	18	?	?	4%	16
COc1ccc(C2C(C(=O)N3CCOCC3)c3ccccc3C(=O)N2c2ccc(OC)cc2)cc1 (centres undefined)	1%	-4%	-7	8%	-1%	-14%	-4
CC1Cc2cc(S(=O)(=O)NCCC(=O)N(C)Cc3ccccc3)ccc2N1C(=O)C1CC1 (centres undefined)	2%	-5%	-2	-9%	?	-7%	15
Cc1ccc(NC(=O)NNC(=O)c2ccc3c(c2)NC(=O)C(C)(C)O3)cc1	0%	95%[activator]	17	16%	19%	0%	4
Cc1csc(CNC(=O)C2CCC(=O)N(CCc3cccc(F)c3)C2)n1 (centres undefined)	-2%	12%	-3	-19%	-2%	2%	-5
Cc1ccc(C(=O)O)cc1NS(=O)(=O)c1ccc2ccccc2c1	1%	-7%	22	41%[activator]	2%	-5%	1
COC(=O)/C(=N\OCc1ccc(C#N)cc1)c1c(C)nn(C)c1C	2%	-6%	0	-1%	-4%	-15%	1
C[C@@H]1CN(S(=O)(=O)c2ccc3c(c2)OCCO3)CCN1S(=O)(=O)c1c(F)cccc1F	·	·	-3	·	·	1%	-3
CS(=O)(=O)Nc1ccc(C(=O)CC(=O)Nc2ccc([N+](=O)[O-])cc2)cc1	0%	-4%	·	4%	?	-3%	-1
Cc1ccsc1C(=O)NNC(=O)c1csc(N2CCOCC2)n1	·	87%[activator]	·	23%	84%[activator]	4%	·
Cc1cc(NC(=O)CCS(=O)(=O)c2nc(-c3ccccc3)cc(C(F)(F)F)n2)no1	2%	7%	-16	-18%	0%	-2%	5
CCSc1nc(N2CCOCC2)c2ccccc2n1	0%	18%	-10	7%	?	0%	6
O=C(Nc1ccc(N2CCOCC2)cc1)c1ccc2nc(-c3ccco3)c(-c3ccco3)nc2c1	-6%	-8%	-4	?	-17%	-6%	1
CCc1cccc(OCCn2ccnc2)c1	0%	-9%	4	16%	?	-9%	-1
CCN(CC(=O)NCC(=O)Nc1ccc(Br)cc1C)Cc1ccccc1	·	36%[activator]	·	-24%	-15%	4%	·
COC(=O)c1ccc(NC(=O)CN(C)Cc2cccc(F)c2)cc1	7%	1%	15	?	-6%	2%	-2
CCOc1ccccc1N1CCN(CC(=O)Nc2ncc(C)s2)CC1	-4%	27%	-1	185%[activator]	14%	-2%	1
Cc1ccc(Nc2ccc(C(N)=O)cc2[N+](=O)[O-])cc1	2%	-11%[11.6 µM]	20	61%[activator]	33%[activator]	-1%	14*
O=C(CN1C(=O)c2ccccc2S1(=O)=O)NC1CCCCCC1	0%	3%	-5	?	50%[activator]	-3%	-2

Following part:
smiles	LmPK inhibitor	AMA1-RON2 inh	Shiga inhibitor	Pf growth 96h	Pf growth 48h	Tb PYK inh	Cycloheximide cs
Nc1nc(SCC(=O)NCc2ccc(F)cc2)[nH]c(=O)c1NC(=O)c1ccc(Cl)cc1	1%	24%	-11	24%	2%	0%	-2
CS(=O)(=O)Nc1ccc(-c2cn3cccnc3n2)cc1	-6%	-5%	43*	1%	29%	0%	21*
CCC(C)(C(=O)NC1CCCCC1)N(C)C(=O)c1ccccn1 (centres undefined)	6%	10%	-10	-9%	·	3%	-7
CC(C)CNS(=O)(=O)c1ccc(CCC(=O)N2CCOCC2)cc1	-8%	-10%	-4	·	-8%	4%	-4
Cn1ncc(C#N)c1NC(=O)c1nn2cccnc2c1Cl	3%	42%[activator]	-13	4.7µM*	5%	-1%	-4
Cc1cc(C)c(S(=O)(=O)N2CCN(C(=O)N3CCCCC3)CC2)c(C)c1	6%	15%	-10	?	?	-1%	-3
Cn1cc([N+](=O)[O-])c(C(=O)Nc2ccc(C(=O)N3CCCCC3)cc2)n1	-7%	16%	29*	-10%	9%	2%	11
CCOc1cc(C2NC(=O)NC(O)(C(F)(F)F)C2C(=O)c2ccccc2)ccc1OC (centres undefined)	0%	10%	26	?	9%	-3%	15
COc1ccc(/C=N/NC(=O)c2cc3c(OC)ccc(OC)c3[nH]2)cc1O	?	-2%	9	?	3.7µM*	1%	7
[O]=[Cd]	·	·	·	19%	-13%	8%	·
C=CCc1ccc(OCC(O)CN2CCCCC2C)c(OC)c1 (centres undefined)	1%	0%	-13	-22%	·	-6%	-1
Clc1ccc(CSc2snnc2-c2ccccc2)cc1	8%	35%[activator]	27	?	13µM*	-7%	23*
CN(C)/C=C\C(=C/C(=O)C(F)(F)F)Nc1ccccc1Oc1ccccc1	-5%	-21%	-4	-12%	?	-1%	-1
CCn1cc(C(=O)NCCCN(C)C)c(=O)c2cc(F)c(N3CCN(C)CC3)cc21	-3%	-12%	-4	-9%	?	-1%	-4
O=C(c1ccccc1)c1ncc[nH]1	-9%	24%	36	92%[activator]	54%[activator]	2%	19*
COc1ccc(N2C(=O)/C(=C/c3ccc([N+](=O)[O-])cc3)N=C2C)cc1	-12%	5%	29	-11%	-4%	2%	12
CCOC(=O)C1=C(c2ccccc2)ON(C)C1c1ccccc1 (centres undefined)	-3%	20%	-3	13%	-2%	-3%	11
CSc1ccc(S(=O)(=O)NCC(=O)OCC(=O)NCc2cccs2)cc1[N+](=O)[O-]	·	-13%	·	7%	26%	4%	·
O=C(Nc1cccc(OCC(=O)N2CCOCC2)c1)c1cccc([N+](=O)[O-])c1	-3%	5%	-9	7.4µM*	15%	3%	-3
O=S1(=O)N=C(N/N=C/c2ccc(Br)o2)c2ccccc21	0%	92%[activator]	-5	?	?	-6%	11
CCOc1ccc(N2C(=O)/C(=C\c3ccc(OC)c(O)c3)S(=O)(=O)C2c2cccc([N+](=O)[O-])c2)cc1 (centres undefined)	4%	1%	22	140%[activator]	-2%	1%	14
Cc1ccc(/C=N/n2cc(-c3ccccc3)[nH]c2=S)s1	?	79%[activator]	108*	?	?	?	39*
COc1ccc(C2/C(=C(\O)c3ccc4c(c3)OCCO4)C(=O)C(=O)N2Cc2cccnc2)cc1OC (centres undefined)	5%	-10%	9	?	?	-2%	-2
FC(F)(F)c1ccc(NCCc2ccccc2)nc1	-3%	6%	19	-25%	26%	1%	14*

High-throughput results from PubChem.

The order is random, and some 21% of all compounds hit somewhere here.
